# TAAR1 antagonist – human TAAR1 antagonists, primary screen, Fluo-8 calcium fluorescence, CHO RD-HGA16 cells; Trace amine-associated receptor 1 (Homo sapiens), Q96RJ0; antagonist; inhibition, % at 3 µM; 360,000 tested, 1.5% active;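 active = inhibition above a per-plate cutoff, the mean inhibition of test compounds on that plate plus 3 SD, cut at about 49% in these data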;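 also: 0% = DMSO plus EC80 beta-PEA response and 100% = DMSO alone without agonist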
#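 Assay system: CHO-derived RD-HGA16 cells stably expressing human TAAR1 plus Gα16. Timing: 140 s kinetic read after compound, 140 s after agonist. Technique: kinetic Fluo-8 calcium fluorescence measurement. Measure: % inhibition of agonist calcium response.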
# CHO-K1 Ca PAM – nonselective calcium activators in parental CHO-K1 cells, primary screen, counter-screen for M1 PAM project, cell-based, Fluo-8 calcium fluorescence, full deck, 1536-well | ATP EC20; 0% at ATP EC20, 100% at ATP max | activation, % at 3 µM | 360,000 tested, 0.02% active | AID 602247, 2012;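 active = activation above the run cutoff, the mean activation of all test compounds plus 3 SD, cut at about 40% in these data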;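 also: peak over basal fluorescence ratio in a 140 s read after ATP addition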
# M5 PAM – human M5 muscarinic receptor positive allosteric modulators, primary screen, CHO-K1 cells, Fluo-8 calcium fluorescence | CHO-K1 hM5, ACh EC20 PAM; 0% = ACh EC20, 100% = ACh EC100 | activation, % at 3 µM | 360,000 tested, 0.3% active | AID 624038, 2012 | Muscarinic acetylcholine receptor M5 (Homo sapiens), P08912;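 active = activation above the run cutoff, the mean activation of all test compounds plus 3 SD, cut at about 18% in these data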
# Target sequence (P08912 whole entry, looked up): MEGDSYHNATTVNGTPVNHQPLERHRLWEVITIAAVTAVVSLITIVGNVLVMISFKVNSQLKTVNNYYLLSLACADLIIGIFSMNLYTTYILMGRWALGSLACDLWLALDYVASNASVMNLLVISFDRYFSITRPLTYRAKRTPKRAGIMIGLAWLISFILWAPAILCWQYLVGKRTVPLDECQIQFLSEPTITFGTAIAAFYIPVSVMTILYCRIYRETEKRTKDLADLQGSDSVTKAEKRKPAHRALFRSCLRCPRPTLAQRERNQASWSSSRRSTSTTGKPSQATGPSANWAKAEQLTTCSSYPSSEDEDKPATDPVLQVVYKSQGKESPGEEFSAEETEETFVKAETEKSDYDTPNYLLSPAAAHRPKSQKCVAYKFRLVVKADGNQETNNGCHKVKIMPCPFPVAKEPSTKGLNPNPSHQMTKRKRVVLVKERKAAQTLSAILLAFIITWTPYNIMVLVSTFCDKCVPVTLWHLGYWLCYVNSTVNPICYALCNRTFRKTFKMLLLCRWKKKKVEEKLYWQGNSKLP
#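 Assay system: CHO-K1 hM5 cells. Also added: acetylcholine at EC20 concentration, added after compound. Dosing: 3 µM, single dose. Times: compound preincubation 140 s before EC20 acetylcholine addition. Signal: Fluo-8 calcium fluorescence. Measure: % activation relative to EC20 and EC100 ACh responses. Repeats: singlicate, one well per test compound.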
# M4 PAM – human M4 muscarinic receptor positive allosteric modulators, primary screen, CHO-K1 cells, Fluo-8 calcium fluorescence | CHO-K1 hM4/Gqi5, ACh EC20; 0% = ACh EC20, 100% = maximal ACh | 360,000 tested, 0.4% active | activation, % at 3 µM | Muscarinic acetylcholine receptor M4 (Homo sapiens), P08173;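 active = activation above its plate's cutoff, the mean activation of sample wells plus 3 SD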; also: some results filed as inactive read as strong as hits
# Target sequence (P08173 whole entry, looked up): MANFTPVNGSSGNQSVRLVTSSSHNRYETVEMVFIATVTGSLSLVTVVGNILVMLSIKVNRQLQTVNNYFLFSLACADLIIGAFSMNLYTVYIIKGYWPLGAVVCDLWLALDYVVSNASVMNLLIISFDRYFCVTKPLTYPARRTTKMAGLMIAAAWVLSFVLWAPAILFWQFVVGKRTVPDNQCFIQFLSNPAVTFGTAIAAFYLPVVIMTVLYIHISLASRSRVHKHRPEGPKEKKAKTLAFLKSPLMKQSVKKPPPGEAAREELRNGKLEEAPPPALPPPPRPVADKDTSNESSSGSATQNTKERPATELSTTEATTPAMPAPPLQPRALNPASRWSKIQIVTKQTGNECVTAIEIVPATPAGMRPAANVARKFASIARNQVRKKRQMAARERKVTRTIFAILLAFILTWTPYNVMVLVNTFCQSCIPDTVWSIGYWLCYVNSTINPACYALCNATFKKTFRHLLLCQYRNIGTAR
# CRFBP-R2 block – antagonists of CRF-BP/CRF-R2 complex, primary screen, cell-based, HEK293, calcium dye fluorescence, uHTS; CRF-induced calcium fluorescence; inhibition, % at 11.8 µM; 350,000 tested, 0.59% active; AID 588475, 2011;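 active = inhibition of the ligand-induced calcium signal above about 50% at the single tested concentration, limit read from the data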
# CRFBP-R2 agonist – agonists of CRF-BP/CRF-R2 complex, primary screen, cell-based, HEK293, calcium dye fluorescence, uHTS | activation, % at 13.2 µM | CRF-binding protein / CRF receptor 2 complex (human) | calcium dye fluorescence (FLIPR); percent of saturating CRF peptide response | 350,000 tested, 0.46% active | AID 588473, 2011;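 active = activation of at least 50%, plus an integration ratio under a set limit after plate pattern correction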;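 also: plate controls were neutral control wells without compound for no effect and CRF at EC100 for full effect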
# M5 antag – human M5 muscarinic receptor antagonists, primary screen, CHO cells, Fluo-8 calcium fluorescence | CHO-hM5 cells, ACh EC80 | inhibition, % at 3 µM | 360,000 tested, 0.59% active;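 active = inhibition above a per-plate cutoff, the mean of that plate's test compounds plus 3 SD, cut at about 27% in these data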;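 also: 0% = acetylcholine EC80 with DMSO and 100% = DMSO without agonist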
# TAAR1 ag – human TAAR1 agonists, primary screen, Fluo-8 calcium fluorescence, CHO RD-HGA16 cells. vehicle wells 0%, saturating PEA agonist 100%. AID 624467, 2012. Trace amine-associated receptor 1 (Homo sapiens), Q96RJ0. 360,000 tested, 0.99% active. activation, % at 3 µM;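 active = activation above the mean activation of all test compounds in the run plus 3 SD, cut at about 38% in these data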
#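 System: CHO-derived RD-HGA16 cells with stable Gα16 and human TAAR1 / Times: 17-24 h plating, Fluo-8 75 min 37 °C, 30 min RT / Technique: calcium-sensitive Fluo-8 signal, excitation 470-495, emission 515-575 nm / Measure: % activation relative to PEA EC100 response / Benchmarks: DMSO and PEA EC100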
# CHRM5 agonist – human M5 muscarinic receptor agonists, primary screen, CHO-K1 cells, Fluo-8 calcium fluorescence. CHO-K1 hM5 cells; 0% DMSO wells, 100% maximal acetylcholine response. 360,000 tested, 0.19% active. Muscarinic acetylcholine receptor M5 (Homo sapiens), P08912. AID 624037, 2012. activation, % at 3 µM;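 active = activation above the run's mean over test compounds plus 3 SD, cut at about 23% in these data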;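 also: signal is peak over basal fluorescence ratio across the kinetic read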
# Starred values were filed as active, the others as inactive; . = not tested or not shown. Hits appear at their usual frequency, and some 4.2% of all compounds hit somewhere here.
canonical_smiles	TAAR1 antagonist	CHO-K1 Ca PAM	M5 PAM	M4 PAM	CRFBP-R2 block	CRFBP-R2 agonist	M5 antag	TAAR1 ag	CHRM5 agonist
Cc1cc(C(=O)Nc2ccncc2)c(C)o1	4	4	2	4	-4	4.4	8	1	-3
CC(=O)c1c(C)[nH]c(C(=O)OCc2cc(=O)n3cc(Br)ccc3n2)c1C	6	14	1	-3	-14	-2.4	2	0	0
CCOC(=O)CNC(=O)c1cn(C)c(=O)c2cc(OC)c(OC)cc12	2	-7	-4	1	5	-0.4	3	3	-4
COc1cc2c(cc1OC)CN(Cc1cc(=O)oc3cc(C)c(C)cc13)CC2	-10	14	-4	5	-7	2.5	0	0	-4
c1ccc(-c2ccc(-c3ccccn3)s2)nc1	8	5	-15	-28	-3	-0.5	16	-1	0
CSc1nc(N)nc(SCC(=O)Nc2cccc(F)c2)c1C#N	40	-1	-19	-4	-23	-0.7	42*	13	7
Cc1cccc(CC(=O)NCCn2c(C)cc3ccccc32)c1	-26	23	-3	-4	-6	7.8	3	-1	-2
O=C(CC(=O)NCCc1ccccc1)NCCc1ccccc1	4	-2	2	1	-2	-0.3	-4	34	-2
O=c1c2oc3ccccc3c2ncn1Cc1ccc(F)cc1	-2	-18	1	-1	-7	-4.0	6	2	9
O=C(Nc1cccc(S(=O)(=O)N2CCOCC2)c1)c1cc(=O)[nH]c2ccccc12	-20	3	-6	1	2	-1.5	16	17	3
N#C/C(=C\c1cccn1-c1ccccc1)C(=O)NC1CCCCC1	-29	4	-6	-7	127*	-2.8	9	4	-5
NC(=O)[C@H]1CC2(CC(c3cccc(NC(=O)COc4ccc(Cl)cc4)c3)=NO2)CN1C(=O)Cc1ccc([N+](=O)[O-])cc1 (some centres undefined)	-5	-16	-2	7	-7	-4.0	8	9	0
COc1ccccc1NS(=O)(=O)c1cccc(NC(=O)Nc2ccccc2)c1	98*	-9	-18	-39	-39	-2.4	59*	35	13
CCOC(=O)C1(Cc2cccc(F)c2)CCN(C2CCOCC2)CC1	4	-12	-6	-9	13	-0.3	4	13	-10
CCOC(=O)CSc1nc(C)cc(=O)[nH]1	14	-8	6	10	-12	2.8	-15	12	3
COc1ccccc1CNC(=O)COC(=O)c1ccc(C)s1	-12	15	-16	-2	9	-0.2	6	2	0
Cc1cc2cc(CN(CC3CCCO3)C(=S)Nc3ccccc3)c(=O)[nH]c2cc1C (centres undefined)	24	-4	-3	-2	9	-0.8	2	1	-1
COc1ccc(C(=O)Nc2nc(CC(=O)NCc3ccc(F)cc3)cs2)cc1	72*	-13	-30	-13	-1	1.2	24	16	5
CC(=O)NC1=NC(=O)CS1	11	15	0	7	7	1.3	1	13	1
CC1Oc2ccccc2C=C1/C=N/NC(=O)c1ccccc1O (centres undefined)	-6	1	-14	-4	28	11	6	12	1
CCCCOc1ccc(C(=O)NCC(=O)NC2CC2)cc1	-2	3	5	5	-1	-1.3	-6	2	2
C/C(=N\NC(=O)c1ccc([N+](=O)[O-])c(C)c1)c1ccccc1Cl	-1	12	-7	-3	11	-2.9	-2	4	2
Cc1cc(=O)n2nc(N3CCCC(C(=O)NCc4ccccc4Cl)C3)sc2n1 (centres undefined)	6	15	-2	2	-3	0.0	10	-1	-7
Cc1ccc(C(=O)C(C)OC(=O)c2nc(Cl)ccc2Cl)cc1 (centres undefined)	-26	-3	0	2	4	-0.8	0	-3	-6
O=C(c1ccccc1)c1nn(-c2ccccc2)c(=O)cc1-c1ccccc1	.	10	7	9	.	.	0	.	1

# Structural class: the entries above containing a thiophene ring, fused or not
canonical_smiles	TAAR1 antagonist	CHO-K1 Ca PAM	M5 PAM	M4 PAM	CRFBP-R2 block	CRFBP-R2 agonist	M5 antag	TAAR1 ag	CHRM5 agonist
c1ccc(-c2ccc(-c3ccccn3)s2)nc1	8	5	-15	-28	-3	-0.5	16	-1	0
COc1ccccc1CNC(=O)COC(=O)c1ccc(C)s1	-12	15	-16	-2	9	-0.2	6	2	0

# (more compounds)
canonical_smiles	TAAR1 antagonist	CHO-K1 Ca PAM	M5 PAM	M4 PAM	CRFBP-R2 block	CRFBP-R2 agonist	M5 antag	TAAR1 ag	CHRM5 agonist
Cc1ccc(Sc2c(C)nn(C(=O)CNS(=O)(=O)c3ccc(F)cc3)c2C)cc1	-6	9	-1	-5	8	3.0	-1	-1	-7
COc1cccc(N2[C@@H](CC(=O)O)c3cc(C(F)(F)F)ccc3S2(=O)=O)c1	3	-9	7	-2	17	2.5	4	3	4
S=C(NCc1ccncc1)NC1CCCCC1	5	3	-2	-5	-9	-1.2	-5	0	2
COc1ccccc1C(CNC(=O)C1CC(=O)N(Cc2ccc(C)cc2)C1)N1CCCC1 (centres undefined)	-16	-8	-3	6	-2	0.2	9	2	-7
CC(C)C(C(=O)OCC(=O)c1ccc2c(c1)NC(=O)CO2)N1C(=O)c2ccccc2C1=O (centres undefined)	39	-8	-5	8	27	-1.3	3	16	-2
CC(C)COc1ccc(C(=O)CCN2CCCCC2)cc1	15	-1	2	-17	19	26	1	5	-7
COc1ccc(/C=C/C(=O)Nc2ccc(NC(C)=O)cc2)cc1S(=O)(=O)N1CCOCC1	-14	2	-2	-6	7	3.8	10	0	0
Cn1c(-c2ccc(F)cc2)cnc1NCc1cccc([N+](=O)[O-])c1	5	11	-14	-13	-9	1.1	1	5	-24
Cc1cccc(NS(=O)(=O)c2ccc(S(=O)(=O)N3CCCC3)cc2)c1	12	10	-6	-9	-1	-1.6	-2	12	2
Cc1cccc(-n2ncc3c(NCCN4CCOCC4)ncnc32)c1	0	7	-6	-5	-16	-1.6	15	1	-1
NC(=O)c1ccccc1NC(=O)Nc1cccc(Cl)c1Cl	-1	33	-2	18	-20	3.2	0	-2	-1
Cc1ccc(OCC(=O)N2CCN(C3=NS(=O)(=O)c4ccccc43)CC2)cc1	18	10	1	8	-3	0.0	-3	9	1
Cc1ccc(S(=O)(=O)N2CCN(C(=O)COC(=O)COc3ccc(Br)cc3)CC2)c(C)c1	-7	21	15	4	1	0.5	1	6	3
CC(=O)Nc1ccc(NC(=O)c2cc(=O)c3ccccc3o2)cc1	7	11	2	3	-1	-0.1	0	0	-1
O=C(c1ccc(OC2CCN(C/C=C/c3ccc(F)cc3)CC2)cc1)N1CCCC1	-24	12	-8	-10	1	3.9	11	3	-10
C=CCn1c(N)c(C(=O)N2CCN(C)CC2)sc1=S	1	-5	-1	20	9	-1.2	3	4	-3
CCCCN1C=C(C(=O)OCC)C(=O)CC1	6	8	1	1	-12	0.5	2	2	1
CCc1c(C#N)c(SCc2c(C)noc2C)nc2c1C(=O)CC(C)(C)C2	33	20	-8	-22	7	-0.8	-6	1	-7
Cc1cc(C)n(CCCNC(=O)C(C)(C)Oc2ccc(Cl)cc2)n1	-5	17	-6	-1	7	-1.9	3	0	2
COc1ccc(/C=C2\SC(=S)N(CC(=O)NCCO)C2=O)cc1	8	13	-2	-2	60*	1.3	-4	2	-9
COc1ccc(-c2ccc(CN3C(C)C(=O)N(Cc4cn(CCC5OCCO5)nn4)CCS3(=O)=O)cc2)cc1OC (centres undefined)	-3	2	1	-1	-9	-0.5	-1	2	0
COc1ccc(NC(=O)N2CCCC2C(=O)Nc2ccccc2)cc1 (centres undefined)	-8	21	6	10	0	-0.8	-6	0	-1
CCCCc1nc2ccccc2c(NC(=O)CN2CCCC2)c1CCC	-34	23	2	3	-6	-0.4	-2	7	1
COc1ccc(-c2csc(NC(=O)CN3C(=O)C4CCCCC4C3=O)n2)cc1OC (centres undefined)	52*	4	-6	-8	3	1.2	-4	17	6
CCn1cc(C(=O)N[C@@H](C)C(=O)OC)c(=O)c2cc3c(cc21)OCO3	-6	4	-2	1	-2	0.6	-4	1	-2
CC1CCCN(Cc2c(O)ccc3c2O/C(=C\c2ccco2)C3=O)C1 (centres undefined)	8	21	3	12	11	10	-6	3	-1
c1coc(C2=NC(c3ccco3)C(c3ccco3)N2)c1 (centres undefined)	.	5	-1	-5	2	-0.7	6	.	-7
OCCN=C1CCCc2c1[nH]c1ccc(Cl)cc21	-19	8	4	-7	-9	-0.2	2	-3	-4
CCn1nnc2cc(C(=O)Nc3cccc(S(=O)(=O)N(C)C)c3)ccc21	-27	4	-2	0	5	-1.4	10	0	-5
CC(=O)c1ccc2noc(-c3cccc(F)c3)c2c1	-11	-4	2	2	-5	-0.5	0	4	-5
Cc1ccc(S(=O)(=O)Nc2ccsc2C#N)cc1	11	14	-1	-8	16	-2.2	8	-1	-6
Cc1ccc(S(=O)(=O)N2CCC3(CC2)CC(=O)c2ccccc2O3)cc1	20	-29	-13	0	15	-1.0	5	-2	0
COc1ccc(C(N)c2csc(Nc3ccc(C(F)(F)F)cn3)n2)cc1 (centres undefined)	-2	-12	2	10	.	.	1	36	4
COc1ccc(Nc2nc(N)nc(CSC(=S)N3CCN(c4ccccc4)CC3)n2)cc1	2	14	-1	3	-54	-0.2	-3	0	-2
Cn1nnnc1SCC(=O)C(C)(C)C	-21	9	15	-5	3	-2.0	-1	5	0
COC(=O)c1ccc(CNC(=O)COC(=O)CCC2CCCC2)cc1	-9	16	-4	1	35	-1.4	12	3	-2
Cc1cc(C)cc(NC(=O)c2cc3c(=O)n4ccccc4nc3s2)c1	-14	20	3	3	14	-0.8	12	0	-2
O=C(NC1CC1)c1ccc(CS(=O)c2ccc(Br)cc2)o1 (centres undefined)	-12	13	1	-5	-4	3.9	9	1	-3
CC(=O)N1CCN(c2ccc(N)cc2)CC1	18	1	-1	-2	2	-2.1	3	4	2
CCCSC1=C(C#N)C2(CCCCC2)C(C#N)=C(N)N1	32	15	-2	-6	-12	0.7	9	18	5
O=C(CSc1nnc(-c2ccccc2Cl)o1)Nc1ccccn1	-27	15	1	-3	6	0.1	1	4	0
